Screening results from PubChem BioAssay.
ASM inhibitor: inhibitors of human secretory acid sphingomyelinase | AID 504937 | actives 0.006% (n = 340,000) | placental ASM, HMU-PC fluorogenic substrate, 60 min | Potency, µM (doses to about 57.5 µM), for the others: top-dose activity change, negative = inhibition, hits mostly inhibitors; further: potency means the concentration at half of the fitted maximal effect
Target sequence (P17405 47-631 limits assumed): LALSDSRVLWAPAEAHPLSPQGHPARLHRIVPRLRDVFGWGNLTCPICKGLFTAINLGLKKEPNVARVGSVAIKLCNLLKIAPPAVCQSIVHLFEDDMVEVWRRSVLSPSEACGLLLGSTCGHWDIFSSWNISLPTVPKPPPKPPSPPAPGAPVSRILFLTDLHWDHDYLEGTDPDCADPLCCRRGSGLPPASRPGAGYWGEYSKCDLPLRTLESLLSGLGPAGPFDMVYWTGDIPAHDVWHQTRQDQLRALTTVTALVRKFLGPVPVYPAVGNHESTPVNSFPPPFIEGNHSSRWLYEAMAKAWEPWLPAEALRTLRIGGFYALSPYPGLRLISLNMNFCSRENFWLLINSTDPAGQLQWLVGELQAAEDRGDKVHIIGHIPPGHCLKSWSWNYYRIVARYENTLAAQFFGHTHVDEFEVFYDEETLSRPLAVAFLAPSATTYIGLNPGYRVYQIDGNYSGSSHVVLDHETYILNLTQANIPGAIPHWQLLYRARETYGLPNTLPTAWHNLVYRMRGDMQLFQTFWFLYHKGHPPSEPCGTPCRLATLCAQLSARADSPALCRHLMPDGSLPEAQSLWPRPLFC
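Fluorogenic HMU-PC substrate (9 uM final) is turned over by placental ASM in 60 min at 37 C after a 10 min compound preincubation. Reaction ended by alkaline stop (pH 10), with fluorescence read at 386/447 nm.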
Giardia killer: kills Giardia lamblia. Giardia lamblia trophozoite viability. activity change, % at 7.66 µM, hits read low. actives 0.15% (n = 340,000); in the data active means activity change below about -80%; inconclusive means between about -30% and that limit;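 further: parasites exposed to compound for two days anaerobically before the ATP read; on the % scale 0 is the no-effect control and ±100 the full control effect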
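Giardia lamblia trophozoites (100 cells/well) were incubated with compounds for 48 h at 37 deg C under anaerobic conditions. Viability was read as ATP content by one-step luminescence after 15-30 min at room temperature.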
PTAP TSG101 blk: blocks PTAP/TSG101 interaction to inhibit HIV-1 budding; Q99816; 340,000 tested, under 10 active; AID 493005; Potency, µM (series often up to 115 µM), inactives show top-dose activity change, negative = inhibition, usual class: inhibitors; Fluorescence polarization, FITC-PTAP peptide / Tsg101 binding; active means well fitted inhibition curve with a large enough effect in the main read-out, with a control signal flat, not every such curve was filed as active; inconclusive means small, poorly fitted or top-dose-only effect, or effect the other way, or a change in a side signal; inactive means no such curve, though single readings can be large or run the other way; further: potency means the concentration at half of the fitted maximal effect; % of control where 0% means no effect
Target sequence (Q99816 whole entry, looked up): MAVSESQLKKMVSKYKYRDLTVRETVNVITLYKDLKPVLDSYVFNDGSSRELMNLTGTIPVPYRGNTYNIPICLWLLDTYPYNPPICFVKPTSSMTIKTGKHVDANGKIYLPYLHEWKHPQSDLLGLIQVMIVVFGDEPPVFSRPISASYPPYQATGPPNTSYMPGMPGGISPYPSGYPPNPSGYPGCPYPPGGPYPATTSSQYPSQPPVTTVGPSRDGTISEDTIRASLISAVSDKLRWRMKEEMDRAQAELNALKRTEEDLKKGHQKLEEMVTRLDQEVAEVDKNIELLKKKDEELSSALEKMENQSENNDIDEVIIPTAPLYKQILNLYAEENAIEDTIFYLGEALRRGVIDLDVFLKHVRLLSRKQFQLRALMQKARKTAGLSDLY
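FP read-out: FITC-PTAP peptide, 50 nM final, binding Tsg101 binding domain, 10 uM final; 20 min, r.t.; 10 mM HEPES pH 7.5, 0.15 M NaCl, 0.01% Tween 20, 3 mM EDTA, 0.1 mM TCEP.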
GALK inh: blocks human galactokinase activity; actives 0.007% (n = 270,000); Purified GALK, Kinase-Glo residual ATP luminescence; AID 1868; P51570; Potency, µM (titrated, usually from 57.5 µM), without a hit: at the highest dose activity change, negative = inhibition, most hits filed as inhibitors; further: potency means the concentration at half of the fitted maximal effect; on the % scale 0 is the no-effect control and ±100 the full control effect
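Quantitative HTS: GALK 5 nM, ATP 35 uM, galactose 100 uM, 1 h room temperature, then luciferase-based ATP detection.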
Tb PFK block: blocks T. brucei phosphofructokinase. actives 0.17% (n = 330,000). Potency, µM (highest dose often 57.5 µM), inactives show at the highest dose activity, negative = inhibition, most hits filed as inhibitors. T. brucei PFK, ADP-Glo luminescence. O15648. AID 485367;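 further: potency means the concentration at half of the fitted maximal effect; 0% = uninhibited 1x PFK enzyme wells and -100% = no-enzyme wells; nearly all actives have a fitted effect of over 60% in size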
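In TEA buffer at pH 8.0 with 5 mM MgCl2, enzyme (1.25 nM) converted F6P (0.5 mM) and ATP (0.1 mM) for 45 min at room temperature. ADP product was read by luciferase luminescence.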
B2AR arrestin: beta2AR (human) beta-arrestin recruitment activity. P07550. beta-arrestin recruitment to beta2AR, cell-based reporter. Potency, µM (highest dose often 46.1 µM), for inactives: top-dose activation, most hits filed as activators. actives 0.02% (n = 330,000);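 further: potency means the concentration at half of the fitted maximal effect; 0% = DMSO controls and full agonism = EC100 isoproterenol or metaproterenol; nearly all actives have a fitted effect of over 65% in size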
Integrin act MD: integrin-mediated muscular dystrophy alleviation activation. alpha7betagal myoblasts, beta-gal FDG fluorescence, 48 h. Potency, µM (doses to about 38.3 µM), for inactives: at the top dose activation, usual class: activators. actives 0.064% (n = 350,000). AID 624291;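 further: potency means the concentration at half of the fitted maximal effect; 100% = response of the positive control SU9516; nearly all actives have a fitted effect of over 60% in size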
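alpha7betagal+/- myoblasts (passage 13, 250/well) treated 48 h at 37C with compounds at 1:260 dilution of DMSO stock. Lysed, then beta-galactosidase activity read as FDG fluorescence (ex 480/em 540) after 30 min, with pre-read for autofluorescence.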
Coupling enz: counter-screen for Giardia aldolase inhibitors: coupling enzyme system; AID 2472; coupling enzyme system counterscreen, AmpLite Red fluorescence; actives 0.67% (n = 290,000); activity change, negative = inhibition, % at 58.2 µM, hits read low; in the data active means activity change below about -30%; further: on the % scale 0 is the no-effect control and ±100 the full control effect
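Coupling enzymes only (glyceraldehyde-3-phosphate) + compound, at 57.5 uM final, 10 min RT; add substrate/coupling/AmpLite Red mix, 20 min RT; fluorescence ex 525/em 598 nm. Actives flag coupling-system interference.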
Menin MLL FP TR: menin-MLL binding inhibition, Texas Red mutant peptide | Menin + Texas Red MLL mutant peptide, fluorescence polarization | actives 0.23% (n = 270,000) | O00255 | Potency, µM (highest dose often 61.6 µM), for the others: top-dose FP activity change, negative = inhibition, hits mostly inhibitors | AID 1768; active means well fitted inhibition curve with a large enough effect in the polarisation, with a control signal flat, not every such curve was filed as active; inconclusive means small, poorly fitted or top-dose-only effect, or effect the other way, or a change in a side signal; inactive means no such curve, though single readings can be large or run the other way; the % refers to the polarisation; further: potency means the concentration at half of the fitted maximal effect; % of control where 0% means no effect; many of its hits are not listed in these tables
Chronic BCR inh: chronic active BCR signaling inhibition | ABC-DLBCL IkBa-CBG/CBR reporter, luminescence ratio, 4 h | Potency, µM (series often up to 46.1 µM), for the others: top-dose ratio change, negative = lower green/red ratio, usual class: inhibitors | actives 0.05% (n = 340,000) | AID 493014; active means well fitted inhibition curve with a large enough effect in the signal ratio, with a control signal flat, not every such curve was filed as active; inconclusive means small, poorly fitted or top-dose-only effect, or effect the other way, or a change in a side signal; the % refers to the signal ratio;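 further: potency means the concentration at half of the fitted maximal effect; plate controls were basal doxycycline-induced cells for no effect and cells given 10 µM MG132 for full effect; MG132 reads +100%, hits lower the ratio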
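TMD8 ABC-DLBCL cells carrying doxycycline-inducible green luciferase fused to IkappaBalpha plus unfused red luciferase were exposed to compounds (up to 46 uM) for 4 hrs at 37C. Activity came from the overlap-corrected green/red luminescence ratio.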
PKM2 act: increases activity of human pyruvate kinase M2 | Potency, µM (titrated, usually from 57.5 µM), for inactives: top-dose activation, hits mostly activators | actives 0.34% (n = 260,000) | purified PKM2, Kinase-Glo ATP luminescence, activation; response scale: 0% is enzyme alone, no compound | P14618 | AID 1631; further: potency means the concentration at half of the fitted maximal effect; on the % scale 0 is the no-effect control and ±100 the full control effect; nearly all actives have a fitted effect of over 55% in size
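Kinase-Glo luminescence reports ATP generated from ADP (0.1 mM) and PEP (0.5 mM) by purified hPK-M2 after 1 h at room temperature, pH 7.2 imidazole buffer; intermediate enzyme activity allows detecting inhibitors and activators.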
* hit, by the source's call; u = inconclusive; x = not tested or not shown; & = joins results of further samples; [ ] = another dose, or the depositor's remark. Unless noted, the call rests on the fitted dose curve; in most records, active means well fitted curve in the direction sought with a large enough effect; inconclusive means small, poorly fitted or top-dose-only effect, or another doubt; inactive means no such curve, though single readings can be large; an effect the other way counts as inactive or inconclusive.

compound	Menin MLL FP TR	Giardia killer	ASM inhibitor	PKM2 act	B2AR arrestin	Chronic BCR inh	PTAP TSG101 blk	GALK inh	Tb PFK block	Integrin act MD	Coupling enz
CSc1ccc(/C=N/N2CCN(Cc3ccc(Cl)cc3)CC2)cc1	-17%	-7	-3%	-4%	-0.1%	-3%	1%	-1%	2%	-14%	-1
COC(=O)c1ccc(COc2ccccc2/C=C/C(=O)c2ccc(OCC(=O)O)cc2)cc1	68%[activator]	-6	21%	u	0.3%	u	-2%	-3%	u	-41%	3
COc1ccc(NC(=O)Cn2nnc(C(=O)NCc3ccco3)c2N)c(OC)c1	5%	11	-1%	10%	4.0%	-14%	-7%	0%	-11%	-4%	2
CC(=O)c1cccc(NC(=O)C2=CC(c3ccc4c(c3)OCO4)=NS(=O)(=O)N2C)c1	x	2	-8%	x	0.2%	1%	4%	6%	0%	8%	x
Cc1ccc(N2C(=O)c3cccc4c([N+](=O)[O-])ccc(c34)C2=O)c2cccnc12	x	u	-1%	4%	-0.8%	6%	-1%	-4%	1%	1%	0
O=C(N/N=C/c1ccccn1)c1sc2ccccc2c1Cl	x	9	-2%	-13%	3.0%	u	-9%	-1%	2%	-58%[inhibitor]	-3
COc1cccc(CNS(=O)(=O)/C=C/c2ccc(OC)c(OC)c2)c1	-6%	-10	-4%	5%	-0.2%	-9%	-6%	-2%	-5%	-6%	3
CC(C)(C)c1ncc(S(=O)(=O)c2ccc(C(F)(F)F)cn2)c(N)n1	x	4	4%	-10%	1.1%	-1%	-1%	x	1%	0%	0
Cn1cccc1Cc1nnc(SCC(=O)NCc2ccc3c(c2)OCO3)n1CCc1ccccc1	-1%	-4	0%	12%	0.4%	u	-2%	2%	0%	-9%	-3
CCN(c1ccc(NC(=O)CN2C(=O)NC3(CCOc4ccccc43)C2=O)cc1)C(C)C (stereo not drawn)	1%	-6	-5%	-1%	-0.7%	u	-8%	1%	0%	0%	-1
CC(C)(C)n1cnc2cc(NC(=O)c3ccco3)ccc21	1%	-11	-3%	x	-0.9%	u	0%	6%	-6%	u	3
N#Cc1ccc(-c2cccnc2)nc1SCc1ccc(Cl)cc1Cl	2%	3	4%	2%	0.0%	2%	-7%	-2%	-4%	13%	0
CC1(C(=O)Nc2ccccc2)Cc2ccccc2C(=O)O1 (stereo not drawn)	0%	9	0%	-2%	0.0%	u	2%	-1%	4%	34%	0
Nc1c(S(=O)(=O)c2ccccc2)csc1C(=O)O	4%	-1	6%	-1%	-0.9%	0%	-2%	-1%	1%	-7%	6
COc1ccc(CCN2C(=O)CSC2c2cccc([N+](=O)[O-])c2)cc1OC (stereo not drawn)	-14%	4	-3%	-3%	0.3%	-9%	1%	4%	-1%	u	-1
CN1CCN(c2sc(S(C)(=O)=O)nc2S(=O)(=O)c2ccc(Cl)cc2)CC1	x	-15	3%	x	0.1%	u	0%	-2%	-1%	-41%[inhibitor]	x
COc1ccc(C(=O)Cn2c(=N)n(C)c3ccccc32)cc1	x	-5	0%	1%	0.1%	u	-2%	-4%	5%	9%	0
Cc1ccc(C)c(NC(=O)CC2Oc3ccccc3NC2=O)c1 (stereo not drawn)	u	25	2%	x	0.6%	-7%	0%	0%	0%	-19%	4
Cc1ccn2cc(-c3cc4ccccc4oc3=O)nc2c1	4%	-17	19%	-27%	0.3%	u	2%	9%	-1%	19%	1
CCOC(=O)C(NC(C)=O)(Nc1cccc(F)c1)C(F)(F)F (stereo not drawn)	20%	14	2%	7%	-0.3%	-11%	0%	0%	-11%	6%	3

Reprinted at random: 2 records from the list, in no set order.
compound	Menin MLL FP TR	Giardia killer	ASM inhibitor	PKM2 act	B2AR arrestin	Chronic BCR inh	PTAP TSG101 blk	GALK inh	Tb PFK block	Integrin act MD	Coupling enz
CC(=O)c1cccc(NC(=O)C2=CC(c3ccc4c(c3)OCO4)=NS(=O)(=O)N2C)c1	x	2	-8%	x	0.2%	1%	4%	6%	0%	8%	x
CN1CCN(c2sc(S(C)(=O)=O)nc2S(=O)(=O)c2ccc(Cl)cc2)CC1	x	-15	3%	x	0.1%	u	0%	-2%	-1%	-41%[inhibitor]	x

Later entries
compound	Menin MLL FP TR	Giardia killer	ASM inhibitor	PKM2 act	B2AR arrestin	Chronic BCR inh	PTAP TSG101 blk	GALK inh	Tb PFK block	Integrin act MD	Coupling enz
O=c1oc2c(-c3cccc(F)c3)cc(O)cc2s1	u	20	-2%	-1%	0.2%	1%	-5%	-1%	13%	4µM*	1
CCOc1cc(C)nc(N2CCCC(C(=O)NCc3ccccc3F)C2)n1 (stereo not drawn)	-1%	-3	5%	-13%	0.4%	-6%	0%	5%	-1%	7%	9
CCOCCCn1cc(C(=O)c2cc(Br)ccc2O)cc(C#N)c1=O	3%	-7	-2%	2%	0.0%	-17%	-5%	0%	-9%	-14%	3
CCOC(=O)CCCCNCc1ccccc1	-18%	-12	3%	-4%	0.3%	0%	-4%	-3%	1%	9%	-2
Clc1ccc(SCCOCCN2CCc3ccccc3C2)cc1	-27%	-1	1%	2%	0.1%	u	-5%	1%	-3%	-55%[inhibitor]	0
Cc1ccc(C2C(C#N)=C(N)Oc3cc(N)ccc32)cc1 (stereo not drawn)	7%	5	7%	-6%[11.5 µM]	0.6%	0%	-8%	3%	-3%	-44%	3
CCN(c1ccc(N=Cc2c(O)n(Cc3ccc(OC)cc3)c(=O)c3ccccc23)cc1)C(C)C	13%	-9	-7%	-15%	-0.4%	-18%	u	0%	2%	-19%	3
Cc1ccc(S(=O)(=O)NCc2ccccc2)cc1C(=O)N1CCN(S(=O)(=O)c2ccccc2)CC1	x	-9	6%	x	0.5%	-5%	-1%	x	13%	-16%	x
CS(=O)(=O)N1CCN(C(=O)Cc2ccc(Br)cc2)CC1	-8%	9	0%	-5%	-0.6%	3%	-6%	2%	-1%	-16%	1
O=C(NCc1ccc(F)cc1)C1CCCN(c2cnccn2)C1 (stereo not drawn)	x	-1	2%	x	0.1%	-1%	0%	-4%	-1%	u	x
Cc1ccc(C(=O)N2CCN(S(C)(=O)=O)C2)cc1	-2%	-1	0%	-3%	-0.4%	u	0%	6%	-2%	7%	4
COc1cccc(CNC(=O)CCNC(=O)N2CCn3c2nc2ccccc23)c1	-11%	-1	0%	-2%	0.0%	-7%	-2%	15%	0%	-6%	-1
COCCCn1c(-c2ccc(Cl)cc2)n[nH]c1=S	1%	-10	4%	-4%	-1.1%	-7%	1%	5%	5%	-4%	4
CCn1c(O)c(C=Nc2ccccc2)sc1=S	u	6	-2%	-1%	0.0%	u	-2%	-4%	2%	5%	-21
O=C(O)CCN(CCC(=O)O)c1ccccc1	-1%	0	1%	0%	-0.4%	u	-4%	0%	0%	1%	-1
CN(Cc1ccccc1)Cc1c(O)ccc2ccccc12	14%	12	23%	2%	-0.4%	1%	-3%	0%	-3%	-19%	-3
COc1ccccc1CNC(=O)[C@@H]1CCCN1S(=O)(=O)c1ccc(Cl)cc1	-19%	9	4%	-3%	0.1%	6%	0%	-2%	-6%	5%	0
NCCCCCC(=O)O	2%	-30	8%	x	-0.7%	1%	2%	x	0%	x	6&3
Nc1nc(NCc2ccco2)nn1-c1ccccc1	1%	-4	-1%	-2%	-0.5%	u	-11%	0%	3%	16%	-1
O=C(CNS(=O)(=O)c1ccc(Br)cc1)N1CCN(c2ccc(F)cc2)CC1	-15%	-17	-7%	-5%	-1.0%	-6%	0%	-1%	-1%	-24%	0

An excerpt; rates above refer to the full screens.
